pPAFAH inh: pPAFAH enzyme inhibitors, primary screen, biochemical, fluorescence polarization, human; recombinant pPAFAH, FP-rhodamine probe fluorescence polarization; inhibition, % at 3.39 µM; 1.5% of 330,000 active;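 active means inhibition above the mean inhibition across the screen plus 3 SD, cut at about 25% in these data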;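 further: inhibitors block binding of the rhodamine activity-based probe so polarization drops; 0% = enzyme with DMSO and 100% = wells lacking pPAFAH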
Target sequence (Q13093 whole entry, looked up): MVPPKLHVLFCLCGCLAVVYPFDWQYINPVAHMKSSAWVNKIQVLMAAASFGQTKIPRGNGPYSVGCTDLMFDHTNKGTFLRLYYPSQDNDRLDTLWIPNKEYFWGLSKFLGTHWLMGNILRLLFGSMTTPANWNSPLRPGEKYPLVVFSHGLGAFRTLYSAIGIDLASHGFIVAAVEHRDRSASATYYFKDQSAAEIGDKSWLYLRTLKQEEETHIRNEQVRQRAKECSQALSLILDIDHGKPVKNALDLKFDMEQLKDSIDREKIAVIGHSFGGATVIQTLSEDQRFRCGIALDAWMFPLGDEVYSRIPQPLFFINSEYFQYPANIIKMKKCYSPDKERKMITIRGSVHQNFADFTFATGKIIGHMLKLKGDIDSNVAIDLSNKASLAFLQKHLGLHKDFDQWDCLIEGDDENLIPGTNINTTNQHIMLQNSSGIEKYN
PAFAH2 FP inh: PAFAH2 enzyme inhibitors, primary screen, biochemical, fluorescence polarization, human; Platelet-activating factor acetylhydrolase 2, cytoplasmic (Homo sapiens), Q99487; recombinant PAFAH2, FP-rhodamine activity probe; inhibition, % at 3.39 µM; 0.99% of 340,000 active; AID 492956, 2010;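 active means inhibition above the mean over all tested compounds plus 3 SD, cut at about 30% in these data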;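 further: inhibitors block probe labeling of enzyme so polarization drops; 0% = enzyme with DMSO and 100% = wells lacking PAFAH2 protein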
PAD4 inh: human PAD4 inhibitors, primary screen, biochemical, fluorescence polarization, 1536-well format; Protein-arginine deiminase type-4 (Homo sapiens), Q9UM07; recombinant PAD4, RCA probe fluorescence polarization; inhibition, % at 6.36 µM; 0.41% of 330,000 active;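 active means percent inhibition above a cutoff equal to the mean of all tested compounds plus 3 SD, cut at about 15% in these data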;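 further: 0% = PAD4 with RCA probe and DMSO and 100% = probe without PAD4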
PREPL inh: PREPL enzyme inhibitors, primary screen, biochemical, fluorescence polarization. Prolyl endopeptidase-like (Homo sapiens), Q4J6C6. recombinant PREPL, fluorescence polarization activity-based probe. inhibition, % at 5.96 µM. 0.68% of 320,000 active. AID 2751, 2010; in the data active means inhibition above about 43%;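 further: 0% = enzyme with DMSO and 100% = wells lacking enzyme; many of its hits are not listed in these tables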
LYPLA1 inh: LYPLA1 inhibitors, primary screen, counter-screen for PME1 inhibitor project, biochemical, fluorescence polarization, FP-Rh probe ABPP. Acyl-protein thioesterase 1 (Homo sapiens), O75608. recombinant LYPLA1. inhibition, % at 5.9 µM. 0.16% of 320,000 active;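 active means inhibition above the mean of all tested compounds plus 3 SD, set per campaign, cut at about 14% in these data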;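 further: inhibitors block serine hydrolase probe labeling of LYPLA1 so polarization falls; 0% = enzyme with DMSO and 100% = wells lacking LYPLA1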
GSTO1 inh: inhibitors of recombinant GSTO1, primary screen, counter-screen for RBBP9 inhibitor project, biochemical, fluorescence polarization. activity-based probe fluorescence polarization. 1.1% of 300,000 active. Glutathione S-transferase omega-1 (Homo sapiens), P78417. AID 1974, 2009. inhibition, % at 5.96 µM;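 active means inhibition above the campaign mean inhibition plus 3 SD, cut at about 35% in these data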;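 further: 0% = GSTO1-1 with DMSO and 100% = wells lacking GSTO1-1 enzyme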
Target sequence (P78417 whole entry, looked up): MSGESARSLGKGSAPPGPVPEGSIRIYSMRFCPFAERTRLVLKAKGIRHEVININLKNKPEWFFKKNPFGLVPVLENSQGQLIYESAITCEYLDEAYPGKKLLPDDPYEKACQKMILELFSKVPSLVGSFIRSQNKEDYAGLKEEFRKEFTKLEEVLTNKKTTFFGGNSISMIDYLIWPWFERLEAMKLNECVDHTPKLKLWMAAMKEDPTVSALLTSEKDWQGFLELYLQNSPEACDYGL
LYPLA2 inh: LYPLA2 inhibitors, primary screen, counter-screen for PME1 inhibitor project, biochemical, fluorescence polarization, FP-Rh probe ABPP | inhibition, % at 5.9 µM | Acyl-protein thioesterase 2 (Homo sapiens), O95372 | 0.38% of 320,000 active | AID 2177, 2009 | recombinant LYPLA2;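 active means inhibition above the screen-wide mean plus 3 SD, limit set per campaign, cut at about 26% in these data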;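 further: 0% = LYPLA2 with DMSO and 100% = wells lacking LYPLA2 enzyme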
Target sequence (O95372 whole entry, looked up): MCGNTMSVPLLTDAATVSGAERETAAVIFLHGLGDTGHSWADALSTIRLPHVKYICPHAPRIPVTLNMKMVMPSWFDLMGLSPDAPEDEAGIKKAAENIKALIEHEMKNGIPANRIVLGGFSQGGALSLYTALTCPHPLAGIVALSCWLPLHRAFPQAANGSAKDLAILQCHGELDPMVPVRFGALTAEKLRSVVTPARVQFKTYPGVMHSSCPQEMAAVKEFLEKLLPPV
PAFAH1B3 inh: PAFAH1B3 enzyme inhibitors, primary screen, biochemical, fluorescence polarization, human. inhibition, % at 3.39 µM. recombinant PAFAH1B3, FP-rhodamine probe. 0.28% of 340,000 active. Platelet-activating factor acetylhydrolase IB subunit alpha1 (Homo sapiens), Q15102;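 active means inhibition above the screen-wide average of all tested compounds plus 3 SD, cut at about 25% in these data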;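 further: 0% = enzyme with DMSO only and 100% = wells lacking PAFAH1B3 protein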
PAFAH1B2 FP inh: PAFAH1B2 enzyme inhibitors, primary screen, biochemical, fluorescence polarization, human; 1.2% of 340,000 active; AID 492953, 2010; recombinant PAFAH1B2, FP-rhodamine activity probe; inhibition, % at 3.39 µM;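 active means inhibition above the mean of all tested compounds plus 3 SD, cut at about 24% in these data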;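 further: 0% = enzyme with DMSO and 100% = wells lacking PAFAH1B2; many of its hits are not listed in these tables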
Active calls of the source: *; x = no result given.

SMILES | pPAFAH inh | PAFAH2 FP inh | PAD4 inh | PREPL inh | LYPLA1 inh | GSTO1 inh | LYPLA2 inh | PAFAH1B3 inh | PAFAH1B2 FP inh
O=C1CC(N2CCN(C/C=C/c3ccccc3)CC2)C(=O)N1Cc1ccc(N2CCCC2=O)cc1 (stereo unspecified) | 6 | 4 | 1 | 7 | 2 | 2 | 12 | 10 | -1
COc1ccccc1NC(=O)C(O)C(O)C(=O)Nc1ccccc1OC (stereo unspecified) | -1 | 0 | 1 | 13 | 2 | 3 | -6 | 10 | 2
COc1ccc(Cl)cc1C(=O)NNC(=O)C1COc2ccccc2O1 (stereo unspecified) | -2 | 2 | -1 | 0 | -3 | -4 | -5 | 2 | 0
CC(C(=O)Nc1ccccc1-c1ccccc1)N1CCCCC1 (stereo unspecified) | -1 | 7 | -3 | -2 | -4 | 9 | -3 | 1 | 9
Cn1cnc([N+](=O)[O-])c1Sc1n[nH]c(N)n1 | 3 | 1 | -6 | 0 | -3 | 9 | -6 | 7 | -2
COc1ccc(-c2csc3ncn(-c4cccc(C)c4)c(=O)c23)cc1OC | 2 | 2 | -2 | 15 | 1 | 2 | 0 | 1 | -3
CCNCc1nc2cc(Cl)ccc2c(=O)[nH]1 | 0 | -1 | -1 | -5 | 0 | -2 | 0 | 9 | 4
Cc1ccc(S(=O)(=O)CCC(=O)c2ccc(F)cc2)cc1 | 3 | 0 | -2 | -12 | 2 | -1 | 4 | 2 | 1
CN(C)S(=O)(=O)c1cccc(C(=O)NCc2ccco2)c1 | 4 | 3 | 4 | -4 | -4 | 0 | -2 | 2 | -1
CC(=O)Oc1ccc2c(=O)c(N3C(=O)c4ccccc4C3=O)c(C)oc2c1 | -2 | -1 | -2 | -1 | 0 | 5 | -5 | -1 | 3
CC(=O)c1cc(Cl)ccc1OCc1cccc(S(=O)(=O)N2CCOCC2)c1 | 4 | 6 | -7 | 20 | -1 | 4 | 9 | 13 | -1
O=C(O)c1ccc(S(=O)(=O)c2ccc3c(c2)C(=O)N(NC(=O)c2ccncc2)C3=O)cc1 | -2 | 3 | -1 | -7 | -1 | 1 | -4 | 3 | 3
NC(=O)[C@@H]1CCCN1Cc1nc(-c2ccc(C(F)(F)F)cc2)no1 | 9 | 10 | -7 | 3 | 1 | 2 | 2 | 0 | 0
O=C(Nc1cc(S(=O)(=O)Nc2ccccc2Cl)ccc1O)c1sc2cc(Cl)ccc2c1Cl | 1 | -8 | -1 | -1 | -2 | 3 | -7 | -9 | 0
COc1ccc(-c2nnn(CC(=O)N(CC(=O)NC3CCCC3)Cc3ccco3)n2)cc1OC | 2 | 2 | -1 | -2 | 1 | 6 | -2 | 5 | 1

The list goes on; it opens with the 5 that closed the last part.
SMILES | pPAFAH inh | PAFAH2 FP inh | PAD4 inh | PREPL inh | LYPLA1 inh | GSTO1 inh | LYPLA2 inh | PAFAH1B3 inh | PAFAH1B2 FP inh
CC(=O)c1cc(Cl)ccc1OCc1cccc(S(=O)(=O)N2CCOCC2)c1 | 4 | 6 | -7 | 20 | -1 | 4 | 9 | 13 | -1
O=C(O)c1ccc(S(=O)(=O)c2ccc3c(c2)C(=O)N(NC(=O)c2ccncc2)C3=O)cc1 | -2 | 3 | -1 | -7 | -1 | 1 | -4 | 3 | 3
NC(=O)[C@@H]1CCCN1Cc1nc(-c2ccc(C(F)(F)F)cc2)no1 | 9 | 10 | -7 | 3 | 1 | 2 | 2 | 0 | 0
O=C(Nc1cc(S(=O)(=O)Nc2ccccc2Cl)ccc1O)c1sc2cc(Cl)ccc2c1Cl | 1 | -8 | -1 | -1 | -2 | 3 | -7 | -9 | 0
COc1ccc(-c2nnn(CC(=O)N(CC(=O)NC3CCCC3)Cc3ccco3)n2)cc1OC | 2 | 2 | -1 | -2 | 1 | 6 | -2 | 5 | 1
COc1ccc(CCn2c(O)c(C3=c4ccccc4=NC3=O)sc2=S)cc1OC | 1 | 1 | -3 | -6 | -5 | -1 | -6 | 5 | 3
CCC(=O)N1CCCc2cc(S(=O)(=O)N3CCN(c4ccccc4F)CC3)ccc21 | 4 | 1 | -3 | -50 | 0 | 1 | 3 | 0 | -3
O=C(COn1nnc2ccc(Cl)cc21)NCc1ccccc1 | -5 | -7 | -3 | -13 | -3 | -1 | -3 | -1 | -2
COc1ccc(N2CCN(Cc3nc4ccccc4n3C)CC2)cc1 | 1 | -5 | -5 | 13 | -2 | 4 | -2 | 9 | -4
N#CC1=C2SCC(O)(c3ccccc3)N2C(=O)CC1c1ccccc1F (stereo unspecified) | 6 | -5 | -9 | 5 | -5 | -21 | -2 | 7 | 1
COc1cc(O)c(CCC(=O)c2cc(OC)c(OC)c(OC)c2)c(OC)c1 | 3 | 14 | 0 | -7 | -3 | 2 | 1 | 9 | 7
Cc1cccc(NC(=O)c2ccc(S(=O)(=O)N(C)CC3CCCO3)cc2)c1C (stereo unspecified) | 5 | -3 | -2 | -3 | -5 | -5 | -3 | 1 | 5
CCCCNC(=O)CNC(=S)N(Cc1ccc(C)cc1)Cc1ccco1 | 5 | 4 | -4 | 3 | -3 | 1 | -2 | 3 | 5
CC(C)(C)/C(O)=C/c1nc2ccccc2[nH]c1=O | 6 | -13 | -2 | -1 | 1 | 9 | -2 | 2 | -1
Cc1ccc(S(=O)(=O)NCC(=O)OCC(=O)Nc2cccc(S(=O)(=O)NC3=NCCCCC3)c2)cc1C | 11 | -6 | -1 | -8 | 3 | 15 | 1 | -3 | 6
Cc1ccc(NC(=O)c2cc([N+](=O)[O-])ccc2N2CCOCC2)cc1C | 3 | 3 | 2 | 3 | 2 | 3 | 0 | 4 | -4
CCN(CC)S(=O)(=O)c1cccc(NC(=O)COC(=O)c2cncc(Br)c2)c1 | 8 | -2 | -4 | 3 | x | x | x | 4 | 0
CCCCNC(=O)c1cn(CC)c2ccc(S(=O)(=O)N3CCCCCC3)cc2c1=O | 5 | 1 | -7 | 8 | 0 | -4 | 0 | 8 | 0
O=C(NCCSc1c[nH]c2ccccc12)C1CC1 | 1 | 11 | -1 | 5 | -3 | 11 | 2 | 6 | 2
Cc1nc2ccccn2c1C(=O)NNC(=O)Nc1cccc(C(F)(F)F)c1 | -8 | -3 | -3 | -5 | 0 | -6 | -2 | 5 | 7

Single records, as listed above. Screens in order: pPAFAH inh | PAFAH2 FP inh | PAD4 inh | PREPL inh | LYPLA1 inh | GSTO1 inh | LYPLA2 inh | PAFAH1B3 inh | PAFAH1B2 FP inh
Entry for CCCCNC(=O)CNC(=S)N(Cc1ccc(C)cc1)Cc1ccco1 → 5 | 4 | -4 | 3 | -3 | 1 | -2 | 3 | 5
Entry for COc1ccc(CCn2c(O)c(C3=c4ccccc4=NC3=O)sc2=S)cc1OC → 1 | 1 | -3 | -6 | -5 | -1 | -6 | 5 | 3
Entry for O=C(COn1nnc2ccc(Cl)cc21)NCc1ccccc1 → -5 | -7 | -3 | -13 | -3 | -1 | -3 | -1 | -2
Entry for N#CC1=C2SCC(O)(c3ccccc3)N2C(=O)CC1c1ccccc1F (stereo unspecified) → 6 | -5 | -9 | 5 | -5 | -21 | -2 | 7 | 1

(cont.)
SMILES | pPAFAH inh | PAFAH2 FP inh | PAD4 inh | PREPL inh | LYPLA1 inh | GSTO1 inh | LYPLA2 inh | PAFAH1B3 inh | PAFAH1B2 FP inh
CCOC(=O)N1CCC(NC(=O)c2cc(C(=O)NC3CCN(Cc4ccccc4)CC3)ccc2CO)CC1 | 0 | 4 | 2 | 7 | -4 | -2 | -2 | 7 | 2
COC(=O)C(C(=O)Nc1cccc(Cl)c1C)C1CCCC1 (stereo unspecified) | 4 | -2 | 1 | -1 | -3 | -2 | -3 | 9 | 3
Cc1ccc(S(=O)(=O)N2CCOCC2)cc1C(=O)N1CC(C)OC(C)C1 (stereo unspecified) | -2 | -4 | 5 | 13 | 0 | 2 | 6 | 1 | 3
O=c1[nH]c(Cc2cccs2)nc2ccccc12 | 4 | -3 | 1 | 15 | 0 | 3 | -2 | 1 | 1
Cc1ccccc1N1CCN(C(=O)c2ccccc2NC(=O)/C=C\C(=O)O)CC1 | -1 | -3 | -5 | 10 | 2 | 0 | -1 | 9 | 5
C[C@H](NC(=O)c1cc2cc(Cl)ccc2n1C)C(=O)N1CCC[C@H]1C(=O)O | 5 | 1 | -3 | 10 | 5 | -4 | 5 | 5 | 5
Cc1ccc(C)c(OCC(O)CN2CCC(C)CC2)c1C (stereo unspecified) | 6 | -3 | 0 | -22 | 1 | 4 | -1 | 1 | 3
Cc1cccc(OCC(=O)Nc2cc(S(=O)(=O)N3CCCCC3)ccc2N2CCN(C)CC2)c1 | 5 | 6 | -4 | 25 | -3 | -3 | -6 | 6 | 7
CC1=C(C)CC(C(=O)Nc2nc(-c3ccc(F)cc3)c(C)s2)C(C(=O)O)C1 (stereo unspecified) | 3 | 3 | -2 | 0 | -2 | -2 | -4 | -8 | 5
CCCCNC1=C(Br)C(=O)CC(C)(C)C1 | 2 | 2 | -2 | 14 | 3 | 11 | -1 | 10 | -7
O=C(c1cccc2ccccc12)N1CCN(c2ccc([N+](=O)[O-])c(N3CCOCC3)c2)CC1 | 4 | -1 | -3 | 30 | 0 | -4 | -2 | -1 | 3
CC(NC(=O)c1nn(C)c(=O)c2ccccc12)c1ccc(F)cc1 (stereo unspecified) | 1 | 1 | -2 | 1 | -3 | 3 | 3 | -2 | 3
O=C(COc1ccccc1)N1CCN(c2ncnc3c2cnn3-c2ccccc2)CC1 | 4 | 2 | 2 | -28 | -4 | -4 | 3 | 9 | 6
C=CCN=C1NN=C(c2cc(C)n(CCOC)c2C)CS1 | 5 | 3 | 4 | 18 | -2 | -3 | -2 | 4 | 4
Cc1ccnn1CCSCC(=O)O | 7 | -1 | -1 | 12 | 3 | 2 | 5 | 6 | 2
Cc1ccc(S(=O)(=O)N2[C@@H](c3ccccc3)C(C(=O)O)=CC[C@H]2c2cccs2)cc1 | 3 | 3 | 5 | 9 | -1 | -15 | -2 | 1 | 25*
CC(=O)Oc1ccc(C(=O)O)cc1OC(C)=O | 10 | 6 | 1 | -2 | 0 | 16 | 5 | 10 | -8
CCn1c(CCNC(=O)c2ccco2)nc2ccccc21 | 0 | -4 | 5 | -4 | -3 | 2 | -5 | 0 | 1
COc1cc2c(cc1OC)CN(C(=S)Nc1ccccc1)CC2 | 5 | 2 | 0 | 4 | 0 | -1 | -4 | 10 | 2
Cc1ccc(-n2nc(C)c3c(C)cc(=O)[nH]c32)cc1 | 9 | -7 | 3 | 5 | -2 | -6 | -2 | 0 | 1

Not all compounds are listed; the hit share may differ from the screen's.
